From PubChem
FID counter = compounds displacing fluorescent DNA intercalator, primary screen, artefact control for HCV NS3 helicase inhibitor project, biochemical, FID fluorescence. DNA fluorescent intercalator displacement. inhibition, % at 7.9 µM. 290,000 tested, 0.17% active. AID 1845, 2009; in the data active means inhibition above about 37%;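 further: 0% = vehicle and 100% = reference compound; higher means more ethidium bromide displaced from hairpin DNA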
SUMO HTRF inh = inhibitors of in vitro SUMOylation cascade, primary screen, biochemical, HTRF, uHTS; SUMO-conjugating enzyme UBC9 (Homo sapiens), P63279; HTRF SUMOylation assay, SAE1/SAE2 + UBC9; inhibition, % at 35 µM; 290,000 tested, 0.36% active; AID 2006, 2009; in the data active means inhibition above about 50%, passing the limit was not always enough; further: strong numbers were not always called active
Target sequence (P63279 whole entry, looked up): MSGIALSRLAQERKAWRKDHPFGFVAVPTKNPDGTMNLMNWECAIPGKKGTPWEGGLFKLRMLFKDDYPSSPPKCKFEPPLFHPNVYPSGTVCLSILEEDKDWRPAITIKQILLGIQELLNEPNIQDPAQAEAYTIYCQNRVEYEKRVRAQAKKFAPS
MEKK2wt PB1 HTS = modulators of MEK5 binding to wildtype MEKK2, primary screen, biochemical, multiplex bead flow cytometry, Alexa488-MEK5 | binding response (% of control), % at 10 µM | 290,000 tested, 1.1% active | Alexa488-MEK5 binding to MEKK2 WT; actives lie on both sides; in the data active means binding response below about 67% or above about 130%
IMP-1 inhibitor = IMP-1 metallo-beta-lactamase inhibitors, primary screen, biochemical, epi-absorbance readout, Pseudomonas aeruginosa enzyme | metallo-beta-lactamase IMP-1 (Pseudomonas aeruginosa) | purified IMP-1, nitrocefin hydrolysis, epi-absorbance fluorescence | inhibition, % at 5.6 µM | 290,000 tested, 0.45% active | AID 1556, 2009;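 active means inhibition above the mean plus 3 SD of all compounds in the same screening run, cut at about 4.5% in these data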;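 further: 0% = IMP-1 with DMSO and 100% = DMSO wells lacking enzyme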
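System: Purified recombinant IMP-1 metallo-beta-lactamase enzyme | Measured by: Fluorescence quenching readout, ex 480/em 530 nm | Replication: Singlicate | Incubation: 15 min preincubation plus 25 min reaction at 25 °C | Evaluation: Percent inhibition from optical density relative to buffer-blank wells | Benchmarks: DMSO with and without IMP-1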
MEKK2 mut-MEK5 = MEK5 binding signal on mutant MEKK2 PB1, primary screen, biochemical, multiplex bead flow cytometry, Alexa488-MEK5; Alexa488-MEK5 binding to MEKK2 mutant; percent response, % at 10 µM; 290,000 tested, 0.35% active; in the data active means percent response above about 24%, passing the limit was not always enough; further: inactives centre near 1; some results filed as inactive read as strong as hits
HCV NS3 hel inh = inhibitors of HCV NS3 helicase, primary screen, biochemical, Cy5 molecular beacon fluorescence | Hepatitis C virus NS3 helicase | NS3 helicase DNA unwinding | inhibition, % at 10.9 µM | 290,000 tested, 0.56% active;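 active means inhibition above the mean of all tested compounds plus 3 SD, set per campaign, cut at about 35% in these data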;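 further: 0% = DMSO wells and 100% = thioflavine S control wells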
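assay system = NS3 helicase fragment of HCV | buffer or medium = MOPS pH 6.5, MgCl2, DTT, Tween20, BSA | timing = 60 min unwinding reaction at 25 °C after ATP addition | signal = Cy5 beacon fluorescence read at start and 1 h | read-out basis = % inhibition of unwinding | control set = low DMSO, high thioflavine S at 110 µM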
M18AAP inhibitor = PfM18AAP inhibitors, malaria aminopeptidase, primary screen, biochemical, QFRET, recombinant enzyme. AID 1822, 2009. 290,000 tested, 1.2% active. M18 aspartyl aminopeptidase (Plasmodium falciparum 3D7). inhibition, % at 7.35 µM. H-Glu-NHMec fluorogenic cleavage;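 active means inhibition above the campaign mean inhibition over all tested compounds plus 3 SD, cut at about 28% in these data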;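 further: 0% = plate median of test compound wells and 100% = 2 mM ZnCl2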
VIM-2 inhibitor = VIM-2 metallo-beta-lactamase inhibitors, primary screen, biochemical, epi-absorbance readout, Pseudomonas aeruginosa enzyme | inhibition, % at 5.6 µM | AID 1527, 2009 | purified VIM-2, nitrocefin hydrolysis, epi-absorbance fluorescence | 290,000 tested, 0.89% active;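 active means inhibition above the mean of all tested compounds plus 3 SD, cutoff set per screening run, cut at about 7.5% in these data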;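 further: red hydrolysis product quenches plate fluorescence so inhibitors raise well fluorescence; 0% = enzyme with DMSO and 100% = DMSO without enzyme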
NALP1 yeast inh = NALP1 inflammasome inhibitors in reconstituted yeast, colorimetric, S. cerevisiae, triplicate retest; S. cerevisiae NALP1/ASC/caspase-1 growth, X-gal OD620, 72 h; inhibition, % at 10 µM; 280,000 tested, 0.61% active; AID 2071, 2009; in the data active means inhibition mostly above about 24%, no sharp cut-off; inactive means mostly below about 32%; further: some compounds called inactive have numbers as strong as hits
* marks the source's active call; other numbers are inactive results; · = not tested or not shown.

SMILES	FID counter	SUMO HTRF inh	MEKK2wt PB1 HTS	IMP-1 inhibitor	MEKK2 mut-MEK5	HCV NS3 hel inh	M18AAP inhibitor	VIM-2 inhibitor	NALP1 yeast inh
Cc1ccc2c(COC(=O)CC3Sc4ccccc4NC3=O)cc(=O)oc2c1C (stereo not drawn)	-6	14	99	-5.3	-1	12	-4	1.7	26
CCN1/C(=C/c2ccc3ccccc3[n+]2CCCS(=O)(=O)[O-])C=Cc2cc(C)ccc21	-15	14	98	-4.4	3	5	-7	-2.2	1
COc1ccc(CCNC(=O)CCCn2nc(C)n3ccnc3c2=O)cc1OC	-10	-4	102	-5.8	0	-3	6	-2.2	10
Cn1c(CNc2nc3ccccc3n2CCN2CCCCC2)nc2ccccc21	7	12	109	-2.7	2	-6	-2	-0.1	21
O=C(CN1CCCC1)Nc1nnc(-c2cccs2)s1	2	15	104	-1.7	-2	1	2	-3.2	25
COc1cc(OC)c(C(=O)/C=C/c2ccc(OCc3ccccc3)c(OC)c2)c(OC)c1	-35	6	101	-3.3	8	4	4	-2.8	11
COc1ccc(-c2c(C(=O)O)c(C(=O)O)c3n2CCC3)cc1	-8	3	104	-0.6	3	-3	-2	11*	-6
O=C(NCc1ccncc1)c1cnccn1	-1	10	115	-0.4	6	-6	-16	-2.2	8
CCN1CCN(c2ncnc3scc(-c4ccc(C)cc4)c23)CC1	2	8	104	-2.9	7	-5	5	-1.6	10
COc1cc2c(cc1OC)C(C)=NCC2	0	45	105	-0.5	4	2	2	1.4	9
CCOC(=O)C(Sc1n[nH]c(N)n1)c1ccccc1 (stereo not drawn)	2	0	102	-1.2	9	1	-3	-0.9	7
CC(=O)NC1C(=O)Nc2c1cccc2C(F)(F)F (stereo not drawn)	-2	-4	99	-0.9	-8	3	-5	-2.6	23
O=C1CC2c3ccccc3C1C1C(=O)N(CCc3ccccc3)C(=O)C21 (stereo not drawn)	-5	5	100	0.7	-8	6	-2	-1.4	13
CCCn1c(N)[n+](CC(=O)c2ccco2)c2ccccc21	0	24	105	-1.5	5	1	-10	-0.6	5
COc1ccc(S(=O)(=O)N2CCN(C(=O)c3cc(C)oc3C)CC2)cc1	-25	-1	90	-0.6	-10	-9	2	0.2	-7
CC(=O)N(/N=C/c1ccc(C)cc1)c1nc(CCl)cs1	2	6	105	-2.7	11	8	9	-4.0	-15
O=c1c2cc(N3CCOCC3)ccc2[nH]c(=S)n1CCCN1CCCCC1	8	40	92	-3.1	-8	-15	21	-0.1	·
CCOC(=O)c1cc(S(=O)(=O)N2CCOCC2)cn1C	-17	·	99	0.2	-3	7	-10	0.0	31
COc1ccc(/C=C(/C#N)C(=O)Nc2ccccc2C)cc1C(=O)O	-3	-3	106	-3.5	0	2	1	-2.7	10
Cc1ccccc1Nc1ncnc2c1cnn2Cc1ccccc1	-22	10	70	-0.7	-20	3	-4	-0.9	4
Cc1cc(N)n(-c2ncnc3scc(-c4ccc(Cl)cc4)c23)n1	-12	22	103	-6.4	4	0	-1	-3.3	7
CC(=O)Nc1ccc(NC(=O)C2CCN(C(=O)c3cccs3)CC2)cc1	-6	-1	106	-2.6	5	2	2	-1.0	-10
CCNC(=O)NC(=O)C(C)Sc1nnc(COc2ccccc2Cl)o1 (stereo not drawn)	-17	11	98	-4.1	4	-1	0	-4.4	-6
N/N=C(/Cc1nc2ccccc2[nH]1)c1ccc([N+](=O)[O-])cc1	9	-8	105	-3.1	-1	25	5	-4.5	-14
Cc1nn2c(nc(N3CCOCC3)c3ccccc32)c1C=C(C#N)C#N	-3	14	99	-1.0	-1	8	-14	1.9	37
Cc1cccc(CCN(CC(=O)NC2CCCCC2)C(=O)c2csnn2)c1	-5	3	75	2.8	-16	4	-10	-0.8	3
CCn1c2ccccc2c2cc(NC(=O)c3ccccc3[N+](=O)[O-])ccc21	0	5	122	0.3	-3	0	3	-0.1	29
O=C(C1CCN(c2ncnc3c2nc2n3CCCCC2)CC1)N1CCN(c2ccc(F)cc2)CC1	-46	17	99	-1.8	-1	-16	-12	-0.9	8
Cn1nnc(NC(=O)CSc2ccc(Cl)cc2)n1	-4	7	103	-0.7	3	3	3	-4.0	-2
C#CCNC(=O)C1=C[C@H](c2csc3ccccc23)C[C@H](OCc2ccc(CO)cc2)O1	-31	-11	97	-0.6	2	-10	3	-1.8	-2
C[C@H](NC(=O)c1ccccc1Cl)C(=O)OCC(=O)N1CC2(C)CC1CC(C)(C)C2 (stereo partly drawn)	-4	6	106	-3.4	24	3	3	-2.0	25
COc1ccc(Cl)cc1-c1nc(SCC(=O)NC(C)(C)C)n[nH]1	-17	2	96	-2.2	-7	2	-7	-1.4	-4
O=C(Nc1ccc(Cl)c(NC(=O)c2cccs2)c1)c1ccco1	-11	6	101	-3.6	11	3	-4	-0.9	-20
CC(C)NC(=O)CN(c1cccc([N+](=O)[O-])c1)S(=O)(=O)c1ccccc1	1	0	96	-2.0	-3	-8	9	-2.6	4
Cc1ccc(-n2nc3c(=O)n(CC(=O)NC4CCCCCC4)nc(C)c3c2C)cc1	-34	2	101	-3.8	2	-2	1	-2.5	4
O=C(CSc1nnc(Cc2cccs2)n1Cc1ccco1)Nc1cc(Cl)cc(Cl)c1	-18	4	112	-2.7	3	7	-17	-2.9	13
Cn1cnnc1SCCC(=O)Nc1ccccc1	2	32	104	-5.3	4	-1	-10	-4.3	28
CCc1ccc2nc(N(CCN(C)C)C(=O)c3ccc4ncsc4c3)sc2c1	17	21	118	-4.1	13	-75	2	-3.2	12
CCc1cc(-c2[nH]ncc2-c2ccc3c(c2)OCO3)c(O)cc1O	-6	-24	88	-2.9	-2	-20	8	-4.1	-4
Cc1cc(S(=O)(=O)N(Cc2ccc(C(C)(C)C)cc2)Cc2cccs2)ccc1-n1cnnn1	5	-22	97	-3.6	-3	0	-20	-2.8	-20
CCc1nc(SCc2cccnc2)[nH]c(=O)c1C	-7	-6	104	-2.1	1	-2	-3	-2.4	-16
CCOC(=O)CCCCC(=O)c1[nH]c(=O)[nH]c1CSc1nc2ccccc2[nH]1	-15	1	92	0.0	-4	6	3	-3.1	5
Cc1oc2nc(SCCCC(=O)NCCO)nc(N)c2c1C	-8	7	101	-1.4	-4	16	5	0.1	24
Cn1nnnc1SCc1csc(Nc2ccccc2)n1	-3	5	100	-3.5	1	9	15	-3.0	1
COc1cccc(C(=O)Nc2ccc3c(c2)C(=O)N(CCC(=O)O)C3=O)c1	-2	-4	113	-2.1	7	-1	2	-1.9	-3

Complete entries from above. Order of values: FID counter	SUMO HTRF inh	MEKK2wt PB1 HTS	IMP-1 inhibitor	MEKK2 mut-MEK5	HCV NS3 hel inh	M18AAP inhibitor	VIM-2 inhibitor	NALP1 yeast inh
COc1cccc(C(=O)Nc2ccc3c(c2)C(=O)N(CCC(=O)O)C3=O)c1 across the screens: -2	-4	113	-2.1	7	-1	2	-1.9	-3
Cc1ccc(-n2nc3c(=O)n(CC(=O)NC4CCCCCC4)nc(C)c3c2C)cc1 across the screens: -34	2	101	-3.8	2	-2	1	-2.5	4
C[C@H](NC(=O)c1ccccc1Cl)C(=O)OCC(=O)N1CC2(C)CC1CC(C)(C)C2 (stereo partly drawn) across the screens: -4	6	106	-3.4	24	3	3	-2.0	25

(cont.)
SMILES	FID counter	SUMO HTRF inh	MEKK2wt PB1 HTS	IMP-1 inhibitor	MEKK2 mut-MEK5	HCV NS3 hel inh	M18AAP inhibitor	VIM-2 inhibitor	NALP1 yeast inh
NNC(=O)[C@H](Cc1ccccc1)NC(=O)NCCc1ccccc1	-26	-10	108	-3.0	7	6	-1	-0.2	5
CCOc1ccc(N(CC(=O)NCC2CCCO2)S(=O)(=O)c2ccc(Cl)cc2)cc1 (stereo not drawn)	-3	3	99	0.3	-1	3	8	-1.1	1
Cc1ccc(NC(=O)N2CCC(c3ccccc3)C2)cc1C (stereo not drawn)	-22	0	103	-2.0	4	7	-1	-0.7	8
CC(=O)Nc1ccc(S(=O)(=O)NCc2ccncc2)cc1	11	22	83	-2.4	-9	5	5	-3.9	11
NNC(=O)CCn1c2ccccc2c2ccccc21	-4	4	99	-1.8	-6	-6	-11	-1.4	-6
CCCn1nnc2ccccc2c1=O	-3	-6	103	-2.7	0	1	0	-1.2	13
Cc1c(C#N)c2ccccc2n1CC(=O)O	0	·	100	-1.1	-3	-3	-2	-2.7	·
CCOC(=O)c1cc(C#N)c(N)nc1C	-1	-2	94	-3.3	-5	8	-9	-4.4	26
COc1ccc(C(=O)N/N=C/c2cc3ccccc3[nH]c2=S)cc1	-10	21	85	-2.5	-1	-1	12	-4.6	3
Cc1ccc(S(=O)(=O)N2CCOCC2)cc1NC(=O)CNCc1cccnc1	0	22	84	-1.1	-15	-5	3	-0.9	·
Cc1ccc(C)c(NC(=O)NNC(=O)CCc2ccccc2)c1	-16	15	102	-4.4	2	-5	-14	-1.5	8
CCN(CC)C(=O)Cn1cnc2c1c(=O)n(C)c(=O)n2C	-3	9	93	-2.6	0	-6	8	-0.3	-6
O=c1ccn(-c2cccc(C(F)(F)F)c2)nc1-c1ccn(-c2ccccc2F)n1	-25	-18	101	-2.3	-2	2	5	-5.6	-10
O=c1[nH]c(SCc2ccccc2Cl)nc2c1CCCC2	-4	-2	104	-1.5	5	2	4	-2.3	14
O=C(NCc1ccccc1Cl)C1CCCO1 (stereo not drawn)	1	-1	104	-2.8	-6	-3	1	-4.5	-11
CCC(C)NC(=O)c1ccccc1NC(=O)c1ccc(CSc2ccc(C)cc2)cc1 (stereo not drawn)	6	-7	98	-1.8	1	-9	-15	0.0	37
C/C(=N/NC(=O)C1CCCCC1)c1ccc([N+](=O)[O-])cc1	-4	1	112	-2.6	0	-4	4	-4.0	13
C=C1C2(C(=O)Nc3nccs3)CCC(C2)C1(C)C (stereo not drawn)	-3	-18	100	0.2	-3	-3	-1	-0.7	20
CCSc1nc2sc3c(c2c(=O)n1-c1ccccc1C)CCN(C)C3	-13	10	102	-5.6	6	-23	18	-1.4	6
O=C(CSc1nc(O)cc(=O)n1-c1ccccc1)Nc1ccc(Br)cn1	-7	13	75	-1.2	-11	8	-6	-1.1	-54
CCOC(=O)c1sc2ncn(C(C)C(=O)OC)c(=O)c2c1C (stereo not drawn)	-5	8	101	-0.5	1	-4	-5	3.2	3
O=C(Cn1c(=O)oc2cc(S(=O)(=O)NCc3ccccc3)ccc21)N1CCCC1	-11	-4	94	-2.4	-5	5	2	-2.5	·
CC1CCCCN1C(=O)CSc1nnc(CSc2ncccn2)n1C (stereo not drawn)	-7	18	110	-1.9	3	-5	7	-2.7	16
CCCCCn1c(=O)[nH]c2cc(C(=O)NCCCN3CCCCC3C)ccc2c1=O (stereo not drawn)	20	6	112	-1.2	3	-20	-8	2.9	12

Compounds were not picked by outcome (roughly 4.7% active in at least one column).
